Compound activity from PubChem BioAssay.
HSP90 inh – HSP90 inhibitors, primary screen, cell lysate, luminescence | Rabbit reticulocyte lysate, luciferase refolding luminescence, 3 h | inhibition, % at 5.6 µM | actives 0.91% (n = 290,000) | AID 1789, 2009;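 active means inhibition above the screen-wide mean plus 3 SD, computed separately per campaign, cut at about 16% in these data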;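 further: 0% = DMSO wells and 100% = 60 µM geldanamycin wells; inhibitors lower the luminescence because luciferase stays unfolded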
IEC-6 tox – cytotoxicity in IEC-6 intestinal epithelial cells, primary screen, cytotoxicity control for KLF5 inhibitor project, cell-based, luminescence. IEC-6 cytotoxicity, luminescence viability. inhibition, % at 5 µM. actives 0.78% (n = 290,000). AID 1825, 2009; in the data active means inhibition above about 22%;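 further: 0% = plate median of test compound wells and 100% = cytotoxic reference compound wells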
KLF5 inhibitor – KLF5 expression inhibitors, primary screen, DLD-1 cells, luminescence | DLD-1 KLF5 promoter-luciferase reporter | inhibition, % at 5 µM | actives 0.23% (n = 290,000);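 active means inhibition above a per-plate limit of that plate's mean compound inhibition plus 3 SD, cut at about 60% in these data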;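 further: 0% = DMSO wells and 100% = LY294002 at 200 µM; higher means less KLF5 promoter-driven luciferase light; inactives centre near -14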
Active calls of the source: *.

item	SMILES	HSP90 inh	KLF5 inhibitor	IEC-6 tox
1	CCN(CC)CCCN1C(=O)C(=O)/C(=C(/O)c2cnn(-c3ccccc3)c2C)C1c1ccncc1 (configuration not stated)	0	-4	-1
2	Cc1nc2ncnn2c(N2CCC(C(=O)NCC3CCCO3)CC2)c1Cc1ccccc1 (configuration not stated)	2	2	10
3	COC(=O)[C@@]1(Cc2ccccc2)[C@H]2c3cc(C(=O)N4CCCC4)n(Cc4ccsc4Br)c3C[C@H]2CN1C(=O)c1ccccc1	1	3	2
4	N#Cc1c(NC(=O)c2ccccc2Cl)n(Cc2ccccc2)c2nc3ccccc3nc12	6	4	3
5	CC(C)CNc1c(N)n(CC(C)C)c(=O)[nH]c1=O	2	-35	2
6	N#Cc1c(N)n(CCCN2CCOCC2)c2nc3ccccc3nc12	-2	-15	1
7	O=C(O)c1cc(N=Nc2c(O)ccc3ccccc23)cc(C(=O)O)c1	-2	-9	10
8	CCCS(=O)(=O)NCCc1cc2ccc(OC)cc2[nH]c1=O	-3	-10	-1
9	COCCn1nnnc1C(C(C)C)N(Cc1ccccc1)Cc1cc2cc(OC)ccc2[nH]c1=O (configuration not stated)	0	-6	-9
10	CC(C)OC(=O)CSc1nc2ccccc2s1	0	-19	9
11	O=C1c2ccc3c4c(ccc(c24)C(=O)N1Cc1cccnc1)C(=O)N(Cc1cccnc1)C3=O	1	-18	-2
12	CCc1nc2oc3cc(OC)ccc3c(=O)c2c(=O)n1Cc1ccco1	1	-2	-2
13	Cc1cc(C)c2c(n1)nn1c(N3CCN(c4ccccc4C)CC3)cc(C)nc21	1	-27	-2
14	Clc1ccc(C2=NNC(=NCc3ccc4c(c3)OCO4)SC2)cc1	4	-27	0
15	CCc1ccc(NC2CC(=O)N(c3ccc(OC)cc3OC)C2=O)cc1 (configuration not stated)	-3	-15	-2
16	CCC(=O)N1CCc2cc(S(=O)(=O)CCC(=O)Nc3c(C)n(C)n(-c4ccccc4)c3=O)ccc21	1	20	2
17	CC(C)CN1CCN(C2CCN(C(C)C)CC2)C(CCO)C1 (configuration not stated)	0	-9	7
18	CCc1nnc(NC(=O)c2ccc(S(=O)(=O)N(CC(C)C)CC(C)C)cc2)o1	2	7	-1
19	CCc1nnc(-n2nc(C)cc2-c2ccccc2)n1N	1	-13	-11
20	Cc1csc(C2=C(O)CN(c3ccc4c(c3)OCCOCCOCCOCCO4)C2=N)n1	3	-3	-3
21	O=[N+]([O-])c1ccc(N/N=C/c2sc(N3CCOCC3)nc2-c2ccccc2)c(S(=O)(=O)Nc2ccccc2Cl)c1	-3	-20	-6
22	O=C(O)CCN1C(=O)/C(=C/c2cn(-c3ccccc3)nc2-c2cccs2)SC1=S	-3	-3	0
23	CCOC(=O)CN1C(=O)N[C@@H](c2ccccc2)C(C(=O)OC)=C1C	-2	-3	-3
24	COc1ccc(C2C=C(c3cccs3)Nc3nc(CCCO)nn32)cc1 (configuration not stated)	-1	-42	-1
25	O=C(COc1ccccc1[N+](=O)[O-])Nc1ccc(Br)cc1	0	-16	-2
26	CCC(=O)OC1=C2C(=Nc3c(c(=O)n(C)c(=O)n3C)C2c2ccccc2)c2ccccc21 (configuration not stated)	-2	-17	-7
27	Cc1cc(C)nc(-n2c(Nc3ccccc3)cc(=O)c3c(C)n(-c4ccccc4)c(=O)nc32)n1	0	-14	1
28	Cc1cc(C)nc(NC2=NCC(=O)N2c2ccc(Cl)cc2)n1	-2	3	5
29	O=C(Nc1c(Cl)cc(Cl)cc1C(=O)NCc1cccnc1)c1ccc(Cl)cc1Cl	1	-23	2
30	COc1ccc(CC(=O)NCC(=O)N/N=C/c2ccco2)cc1	3	1	-8
31	Cc1ccc2nc3sc(-c4nnc(-c5ccccc5[N+](=O)[O-])o4)c(N)c3cc2c1	4	-32	7
32	CCOC(=O)N1CCN(CC(=O)Nc2cc(OCC)ccc2OCC)CC1	1	-2	4
33	COc1ccc(CN=C2NC(=O)CC(C(=O)Nc3ccc([N+](=O)[O-])cc3C)S2)cc1 (configuration not stated)	-4	-15	1
34	COCCNC(=O)c1cn(C)c2ccc(S(=O)(=O)N(C)C3CCCCC3)cc2c1=O	-1	-41	8
35	Cc1ccc(NC(=O)CSc2nnc(-c3ccc(S(=O)(=O)N4CCCC4)cc3)o2)cc1C	-2	-40	-4
36	COCCn1c(COc2ccccc2)nnc1SCC(N)=O	0	-14	-3
37	CC1CNc2c(cccc2S(=O)(=O)N[C@@H](CCCN=C(N)N)C(=O)N2CC[C@@H](C)C[C@@H]2C(=O)O)C1 (some centres not stated)	-1	-21	4
38	COc1ccc(CNC(=O)C(NS(=O)(=O)c2ccc3c(c2)CCCN3C(C)=O)C(C)C)cc1 (configuration not stated)	-2	-28	-5
39	Nc1nc(SCC(=O)N2CCCCCC2)[nH]c(=O)c1NC(=O)c1ccco1	-3	-18	-1
40	Cc1ccc(C2(C)NC(=O)N(CC(=O)NC(=O)NC3CCCC3)C2=O)cc1 (configuration not stated)	0	10	-4

A draw from above in order of molar mass, ascending:
item	SMILES	HSP90 inh	KLF5 inhibitor	IEC-6 tox
36	COCCn1c(COc2ccccc2)nnc1SCC(N)=O	0	-14	-3
32	CCOC(=O)N1CCN(CC(=O)Nc2cc(OCC)ccc2OCC)CC1	1	-2	4
33	COc1ccc(CN=C2NC(=O)CC(C(=O)Nc3ccc([N+](=O)[O-])cc3C)S2)cc1 (configuration not stated)	-4	-15	1
34	COCCNC(=O)c1cn(C)c2ccc(S(=O)(=O)N(C)C3CCCCC3)cc2c1=O	-1	-41	8
38	COc1ccc(CNC(=O)C(NS(=O)(=O)c2ccc3c(c2)CCCN3C(C)=O)C(C)C)cc1 (configuration not stated)	-2	-28	-5
37	CC1CNc2c(cccc2S(=O)(=O)N[C@@H](CCCN=C(N)N)C(=O)N2CC[C@@H](C)C[C@@H]2C(=O)O)C1 (some centres not stated)	-1	-21	4

Next section.
item	SMILES	HSP90 inh	KLF5 inhibitor	IEC-6 tox
41	NC(=O)CSc1nnc(-c2cc(-c3cccs3)nc3ccccc23)o1	2	-10	3
42	CNCc1ccccc1Sc1cc(O)ccc1O	3	-31	0
43	CCN(CC)CCCC(C)Nc1c2ccc(Cl)cc2nc2ccc(OC)cc12 (configuration not stated)	4	-69	2
44	Cc1ccc(NC(=O)CN2C(=O)N/C(=C/c3cccn3-c3ccc(C(=O)O)cc3)C2=O)cc1	-2	-40	-13
45	O=C(O)CCC(=O)Nc1nnc(C(F)(F)F)s1	2	9	0
46	O=C(c1ccc2c(c1)c(=O)oc1ccccc12)N1CCCCC1	0	-27	-8
47	OC1(c2cccc(C(F)(F)F)c2)CCN(c2ccc(-c3ccccc3)nn2)CC1	0	-19	0
48	CCOC(=O)C1CCCN(C(=O)c2cn(CC)c3ccc(S(=O)(=O)N(C)C)cc3c2=O)C1 (configuration not stated)	-8	-44	-11
49	Cc1ccc2c(Cl)cc(Cl)c(OCC(=O)NCc3ccco3)c2n1	4	-22	-4
50	CCn1c(=N)c(C(N)=O)cc2c(=O)n3cccc(C)c3nc21	4	-6	2
51	Cn1c(=O)c2c(-c3cccc(F)c3)c3c(nc2n(C)c1=O)-c1ccccc1C3O (configuration not stated)	0	-9	-1
52	Cn1nc(-c2ccc(N3CCOCC3)c(NC(=O)c3ccccc3)c2)c2ccccc2c1=O	6	-43	-2
53	O=C(/C=C/c1ccncc1)c1ccc(NC(=O)c2ccccc2F)cc1	-4	5	-4
54	N=c1c(S(=O)(=O)c2ccccc2)cc2c(=O)n3ccccc3nc2n1CCN1CCOCC1	-2	-60	6
55	Cc1ccc(S(=O)(=O)NCCn2c(C)cc3ccccc32)cc1	7	-11	1
56	COc1cc(/C=C/c2cc(C(F)(F)F)[nH]c(=O)n2)cc(OC)c1OC	7	-23	1
57	COc1cccc(-n2c(Cc3cc(=O)[nH]c(=O)[nH]3)nnc2SCC(=O)N2CCCCCC2)c1	0	-8	10
58	COc1ccc(-c2cc(C(F)(F)F)n3ncc(C(=O)NCC4CCCO4)c3n2)cc1 (configuration not stated)	-1	0	1
59	CCOC(=O)c1cccc(NC(=O)C2CCCN(S(=O)(=O)c3c(C)nn(C)c3C)C2)c1 (configuration not stated)	0	-15	2
60	O=C1CC(NCc2ccccc2)C(=O)N1c1ccc(F)cc1 (configuration not stated)	-2	-37	-5
61	COc1cc2oc(=O)c(Br)c(C)c2c(OC)c1OC	2	-7	5
62	CON1C(=O)CN(C(C)=O)C1c1ccc(Cl)cc1Cl (configuration not stated)	3	13	4
63	CCCCCCn1c(SCCCC)nc2c1c(=O)[nH]c(=O)n2C	-2	-22	-9
64	Cc1ccc2nc3c(cc(C#N)c(=O)n3CC3CCCO3)c(=O)n2c1 (configuration not stated)	-1	-14	-4
65	CCN(CC)CCCN1C(=O)C(O)=C(C(=O)c2ccc(C)o2)C1c1ccco1 (configuration not stated)	0	-24	-3
66	CSCC[C@H](NC(=O)OC(C)(C)C)c1nnc(SCC(=O)Nc2c(C)cccc2C)o1	-3	0	0
67	COc1ccc(-c2ccc(C(c3c(C)[nH][nH]c3=O)c3c(C)[nH][nH]c3=O)o2)c([N+](=O)[O-])c1	14	-14	1
68	CN(CC1CCCO1)S(=O)(=O)c1ccc(C(=O)Nc2nc(-c3ccccn3)cs2)cc1 (configuration not stated)	2	56	57*
69	C=CCn1c(=S)[nH]c2ccccc2c1=O	-1	-4	1
70	CCOc1cccc(C2c3c(oc4cc(C)c(C)cc4c3=O)C(=O)N2CCCN(C)C)c1 (configuration not stated)	-2	-13	1
71	COc1ccc(-n2nc(C(=O)NCC(=O)NCC3CCCO3)c3ccccc3c2=O)cc1Cl (configuration not stated)	0	-36	-3
72	C=CCn1c(=O)c2c3c(sc2n2c(Nc4ccc(OC)cc4)nnc12)CCCC3	-3	-5	1
73	O=C(Oc1cccc2c(=O)[nH]ccc12)c1ccccc1	-1	-33	-1
74	CCCCn1c(-c2ccc(Cl)cc2)nc2c(=O)n(C)c(=O)[nH]c21	2	-2	3
75	N#CCSc1nc2c(cc1C#N)CCCCCC2	-3	-8	4
76	Cc1nc(NC2=NCN(CCN3CCOCC3)CN2)nc2c(C)cccc12	4	5	3
77	CCOC(=O)Cn1c(=O)oc2cc(S(=O)(=O)Nc3c(C)cc(C)cc3C)ccc21	-1	4	4
78	CCCS(=O)(=O)N1CCC(C(=O)NCCc2ccccc2)CC1	4	-2	0
79	CN1C(=O)/C(=C2\SC(=S)N(CC3CCCO3)C2=O)c2ccccc21 (configuration not stated)	-2	-14	-2
80	Nc1c2c(nc3ccc(Br)cc13)N(c1ccccc1)CC2	-1	2	2
81	O=c1c2c(nc3n1CCCCC3)sc1c(O)cccc12	10	-141	-4
82	COc1cc(C(=S)N2CCCCC2)ccc1O	0	-1	0
83	COc1cc(C(c2c(C)[nH][nH]c2=O)c2c(C)[nH][nH]c2=O)ccc1OC(=O)c1cccc([N+](=O)[O-])c1	3	-21	1
84	O=C1CC(Nc2ccccc2)C(=O)N1c1ccc(N2CCOCC2)cc1 (configuration not stated)	-4	-18	-5
85	COc1ccc(N2CCN(C(=O)CN=C3NS(=O)(=O)C(c4ccc(C)cc4)=C3C)CC2)cc1	-1	-3	-4
86	O=C1C(=O)N(Cc2ccccc2)C(=O)N1CCOc1ccccc1	-2	-12	2
87	CCCCOc1ccc(C(=O)CCNC(C(=O)O)C(C)CC)cc1 (configuration not stated)	-1	-8	2
88	Cc1ccc(C(=O)CC(C(=O)O)c2cn(CCC#N)c3ccccc23)cc1 (configuration not stated)	-1	-32	-2
89	CCN(CC)C(=O)CSc1ncnc2c(-c3cccs3)nsc12	-1	-25	7
90	Cc1csc(NC(=O)CSc2nnc(Cn3c(=O)sc4ccccc43)n2-c2ccccc2)n1	-1	6	-2
91	CCOC(=O)C1CCCN(C(=O)CNC(=O)Cn2ccc3ccccc3c2=O)C1 (configuration not stated)	3	-10	-2
92	O=C(Cc1cccs1)Nc1ccc(S(=O)(=O)Nc2ncccn2)cc1	3	-37	6
93	Cc1cc(C)nc(SCc2nnc(SCC(=O)Nc3nccs3)n2C)n1	3	-30	-4
94	COC(=O)c1ccc(=O)c2nc3/c(=C/O)c(O)cc(=O)c3[nH]c12	2	-4	-15
95	O=C(c1ccc(S(=O)(=O)N2CCCCC2)cc1)N1CCN=C1SCc1cccnc1	4	-7	-2
96	O=C(Nc1ccc(N2CCOCC2)c(Cl)c1)c1cccc(F)c1	-2	-150	3

Other results:
item	SMILES	HSP90 inh	KLF5 inhibitor	IEC-6 tox
97	Cc1ccn2cc(-c3cc4ccccc4oc3=O)nc2c1	6	-137	1
98	O=C(Cn1cnc2sc(-c3ccccc3)cc2c1=O)NCc1ccco1	-1	9	18
99	Cc1cc(NC(=O)c2cc3ccccc3oc2=O)no1	-2	-13	-6
100	CC1CC(C)CN(c2nc3c(c(=O)[nH]c(=O)n3C)n2CCCSc2nc3ccccc3s2)C1 (configuration not stated)	-5	4	1

Only part of the results is shown. The share of hits here may be higher or lower than overall.
